HUVEC prolif 384: blocks proliferation of human endothelial cells; HUVEC proliferation, CellTiter-Glo luminescence, 72 h; hits give low values; viability, % at 10 µM (by protocol); hit rate 1.1% among 86,000; AID 648;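 active means viability at or below 30%; inactive means viability above 30%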;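 further: 100% = median luminescence of DMSO-only cell control wells on each plate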
ERa coact inh: ER-alpha (human) coactivator binding inhibition; TR-FRET ER-alpha LBD / SRC-1 peptide, estradiol-bound; inhibition, % at 25.6 µM; hit rate 1.7% among 86,000; AID 629; in the data active means inhibition above about 50%;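 further: 0% = receptor plus peptide control and 100% = peptide only without receptor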
CD11b adhes enh: enhancers of human CD11b/CD18 binding to fibrinogen | K562 CD11b/CD18 adhesion to fibrinogen, ATPlite luminescence | activation, % at 10 µM | hit rate 0.07% among 93,000 | AID 1499;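 active means 10 µM primary screen giving 50% or more activity, confirmed by 40% or more on retest at that dose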; further: strong numbers were not always called active
ERb SRC1 inh: ER-beta (human) coactivator binding inhibition. Q92731. TR-FRET ER-beta LBD / SRC1-Cy5 peptide binding; receptor agonist-loaded with 1 µM estradiol. inhibition, % at 25.6 µM. hit rate 1.3% among 86,000. AID 633;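 active means compounds whose percent inhibition of the receptor-coactivator binding signal exceeds about 50% in the single-dose screen, limit read from the data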;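 further: 0% = receptor plus peptide wells without compound and 100% = peptide-only wells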
Target sequence (Q92731 whole entry, looked up, the tested form may be a part): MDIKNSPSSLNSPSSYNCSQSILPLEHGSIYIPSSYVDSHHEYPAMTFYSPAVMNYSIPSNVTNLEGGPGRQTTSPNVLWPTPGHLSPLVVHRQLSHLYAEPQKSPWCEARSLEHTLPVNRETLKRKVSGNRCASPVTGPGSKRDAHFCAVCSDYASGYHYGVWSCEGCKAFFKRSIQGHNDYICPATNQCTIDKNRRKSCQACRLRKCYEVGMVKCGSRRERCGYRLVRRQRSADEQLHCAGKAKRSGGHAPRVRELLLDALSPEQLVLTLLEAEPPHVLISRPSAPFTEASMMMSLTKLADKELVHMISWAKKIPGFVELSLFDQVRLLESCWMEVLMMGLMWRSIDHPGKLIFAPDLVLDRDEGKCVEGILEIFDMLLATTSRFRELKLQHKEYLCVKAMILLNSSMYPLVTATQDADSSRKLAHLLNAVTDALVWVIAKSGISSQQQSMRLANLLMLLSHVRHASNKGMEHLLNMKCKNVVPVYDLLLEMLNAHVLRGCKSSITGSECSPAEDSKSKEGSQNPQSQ
Fibroblast inh: blocks proliferation of human lung fibroblasts. AID 719. LL 47 human lung fibroblast viability, ATP luminescence; hits give low values. viability, % at 10 µM. hit rate 1.1% among 85,000;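 active means viability at or below 50% in the single dose screen; inactive means viability above 50%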;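 further: compound exposure lasted 72 h before the ATP readout; 100% = median luminescence of untreated cell-only wells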
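test system = LL 47 human lung fibroblasts | amount = 1,150 fibroblasts seeded per well | medium = 15% FBS in IMEM | times = overnight cell rest, 72 h compound treatment at 37 °C | measured by = CellTiter-Glo luminescence measuring cellular ATP | read-out = viability percentage against median untreated-cell control | benchmarks = cell-only wells, no compound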
MT1-MMP txn act: MT1-MMP promoter transcription activation; activation factor at 10 µM; AID 750; HT1080 MT1-MMP promoter luciferase reporter, luminescence, overnight; hits give high values; hit rate 0.16% among 86,000;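 active means activation factor of at least 2 for MT1-MMP transcription at 10 µM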
H69AR growth 86K: growth inhibitors of human H69AR lung tumor cells; hit rate 6% among 85,000; AID 598; viability, % at 10 µM; H69AR lung tumor viability, ATP luminescence, 72 h; hits give low values;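 active means viability at or below 40%; inactive means viability above 40%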;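 further: multidrug resistant small cell line overexpressing MRP-1 efflux transporter; 100% = mean luminescence of untreated control wells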
Smad3 inh: Smad3 (human) transcription factor binding inhibition; TR-FRET Smad3/Dy647-FoxH1 peptide binding, europium anti-His; inhibition, % at 25 µM; hit rate 0.29% among 88,000; AID 630;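 active means compounds that reduce the energy-transfer binding signal between the protein and its labelled peptide by more than half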;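 further: 0% = Smad3 plus labelled peptide maximal FRET and 100% = peptide-only background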
Target sequence (P84022 whole entry, looked up): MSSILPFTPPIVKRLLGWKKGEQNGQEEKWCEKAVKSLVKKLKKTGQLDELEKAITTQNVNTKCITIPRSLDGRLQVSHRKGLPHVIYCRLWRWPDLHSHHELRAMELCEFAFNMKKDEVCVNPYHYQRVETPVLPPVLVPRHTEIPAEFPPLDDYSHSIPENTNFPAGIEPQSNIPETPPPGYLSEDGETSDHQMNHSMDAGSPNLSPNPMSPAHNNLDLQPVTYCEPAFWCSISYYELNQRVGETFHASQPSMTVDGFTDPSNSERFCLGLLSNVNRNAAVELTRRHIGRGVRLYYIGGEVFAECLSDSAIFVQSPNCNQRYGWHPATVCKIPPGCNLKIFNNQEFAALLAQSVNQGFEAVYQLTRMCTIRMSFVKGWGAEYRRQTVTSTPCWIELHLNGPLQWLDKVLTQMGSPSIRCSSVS
ERa coact pot: enhances coactivator binding to human estrogen receptor alpha; AID 639; coactivator binding (% of control), % at 25.6 µM; hit rate 1.3% among 86,000; TR-FRET ERalpha-LBD/SRC-Cy5 coactivator binding, 2 h; 100 = basal binding, no effect; in the data active means activity above about 200%;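 further: binding measured in presence of low estradiol as agonist stimulus; 0% = peptide alone without receptor and 100% = receptor with peptide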
An asterisk follows results filed as active; . = no result given; [ ] = dose if it differs, or a comment.

SMILES | HUVEC prolif 384 | ERa coact inh | CD11b adhes enh | ERb SRC1 inh | Fibroblast inh | MT1-MMP txn act | H69AR growth 86K | Smad3 inh | ERa coact pot
O=C(Cn1nnc2ccccc2c1=O)Nc1cc(C(F)(F)F)ccc1N1CCOCC1 | 94 | 8 | -3 | 8 | 97 | 1.1 | 80 | -3 | 87[fluorescence artefact?]
CCOC(=O)CNC(=O)CSc1nc(N(C)C)nc(N2CCOCC2)n1 | 92 | -10 | -2 | -7 | 100 | 1.2 | 88 | 12 | 104
CC(=O)c1cccc(NC(=O)NC(C)c2ccncc2)c1 (centres undefined) | 93 | 0 | -5 | -2 | 95 | 1.2 | 90 | -1 | 128
CC1(C)CC(=O)C(C=NC2CC(C)(C)NC(C)(C)C2)=C(O)C1 | 110 | 1 | -3 | 0 | 111 | . | 97 | 6 | 118
O=C(Cc1cccc2ccccc12)Nc1ccccc1C(=O)O | 69 | -1 | -1 | -1 | 102 | 1.7 | 112 | 16 | 81
CCC(=O)Nc1sc2c(c1C#N)CCCCC2 | 101 | -6 | -6 | -9 | 93 | . | 96 | -1 | 100
O=C(Nc1ccncc1)c1cc(F)cc(F)c1 | 102 | 5[fluorescence artefact?] | -4 | -6[fluorescence artefact?] | 108 | 1.2 | 95 | -2 | 111
c1ccc(-c2cn3c(n2)CCC3)cc1 | 104 | -2 | 0 | 10 | 107 | 1.2 | 102 | 4 | 86
Cc1ccc(C(C(=O)NC2CCCCC2)N2CCCC2)cc1 (centres undefined) | 110 | 7 | 3 | 1[fluorescence artefact?] | 105 | 1 | 95 | 6 | 125
c1ccc(-n2ncc3c2ncn2nc(-c4ccco4)nc32)cc1 | 90 | 45[fluorescence artefact?] | 20 | 49[fluorescence artefact?] | 91 | 1 | 52 | 33[fluorescence artefact?] | 315*[fluorescence artefact?]
CCN(CCNC(=O)CCCn1nc(C)n2c(cc3sccc32)c1=O)c1ccccc1 | 87 | -1 | 7 | -9[fluorescence artefact?] | 93 | 1 | 75 | 3 | 107
Cc1nn(C)c(C)c1/C=N/O | 112 | -2[fluorescence artefact?] | -4 | 4[fluorescence artefact?] | 108 | 1.2 | 96 | 11 | 115[fluorescence artefact?]
COc1ccc2nc3c(cc2c1)c(NC(=O)c1cccs1)nn3CC(C)C | 82 | 2 | 14 | 1 | 73 | 1 | 35* | -3 | 104[fluorescence artefact?]
Cn1c(CC(=O)Nc2ccc(Cl)c(Cl)c2)nnc1SCC(=O)Nc1nccs1 | 66 | 34[fluorescence artefact?] | 0 | 20[fluorescence artefact?] | 99 | 1.2 | 100 | 13[fluorescence artefact?] | 126
O=C(NCCCN1CCC(Cc2ccccc2)CC1)C1CC(=O)N(C2CCCCCC2)C1 (centres undefined) | 64 | 9[fluorescence artefact?] | 3 | 1[fluorescence artefact?] | 89 | 1.1 | 92 | 5 | 106[fluorescence artefact?]
COc1ccc(-c2nnc(-c3cc(OC)c(OC)c(OC)c3)o2)cc1OC | 76 | -3 | . | -5 | 102 | 1.1 | 45 | -4 | 107
CCOc1cc(C(=O)NCC2CCCO2)cc(OCC)c1OCC (centres undefined) | 95 | 2 | 2 | 0 | 96 | 1.1 | 91 | 12 | 106
COc1ccc(Cc2nc3ccc(S(=O)(=O)N4CCOCC4)cc3[nH]2)cc1 | 99 | 60* | . | -7 | 104 | 1.1 | 94 | -5 | 97
CCCCC(=O)Nc1nnc(-c2ccc(OC)cc2)s1 | 100 | 5[fluorescence artefact?] | . | 2[fluorescence artefact?] | 104 | 1.3 | 90 | 0 | 124
COc1ccc(C(=O)c2sc(NC(C)C)nc2N)cc1OC | 106 | -9 | -1 | 2 | 104 | 1.4 | 81 | 6 | 93
OC1(c2ccc(F)cc2)CCN(Cc2ccccc2)C1 (centres undefined) | 89 | -3[fluorescence artefact?] | 2 | -6 | 93 | 1.2 | 90 | -4 | 130[fluorescence artefact?]
CC(C)OCCCNc1ncc2c(n1)CC(c1ccc(N(C)C)cc1)CC2=O (centres undefined) | 100 | 4 | 0 | -13[fluorescence artefact?] | 92 | 1.1 | 84 | -1 | 129
ON=Cc1cccn1-c1ccccc1 | 86 | 2 | -1 | 1 | 98 | 1.1 | 87 | 2 | 118
COc1ccc(OC)c(NC(=O)Cn2c(=O)n(CC(=O)NCc3ccco3)c(=O)c3ccccc32)c1 | 98 | 6 | -4 | 2 | 105 | 1.2 | 96 | 2 | 100
CCCCCNC(=O)c1ccccc1SC | 100 | -3 | -4 | -3 | 97 | 1.1 | 96 | -4 | 99
COc1ccc(S(=O)(=O)NC2CCCC2)cc1Br | 97 | 12 | 9 | 15 | 101 | 1.2 | 91 | -6 | 102
CCN(c1ccccc1)S(=O)(=O)c1cccc(C(=O)O)c1 | 106 | 10 | 3 | 5 | 108 | 1.1 | 103 | -10 | 107
COc1ccccc1N1CCN(CCCCOc2ccc(F)cc2)CC1 | 83 | -4 | 0 | -5 | 90 | 0.9 | 73 | -2 | 96
NC(=O)COC(=O)c1cc(S(=O)(=O)N2CCOCC2)ccc1N1CCCCC1 | 109 | 4 | 2 | 5 | 99 | 1 | 90 | 7 | 81
CCN1CCN(Cc2c(C)[nH]c3ccc(OC)cc3c2=O)CC1 | 111 | -2 | -3 | -2 | 101 | . | 101 | 5 | 96[fluorescence artefact?]
Cc1ccc(-c2noc(CSc3nnc(Cc4ccccc4)n3-c3cccc(C)c3)n2)cc1 | 89 | -5 | -8 | 0 | 104 | 1.1 | 20* | 20 | 76
CCOC(=O)/C(C(N)=NCc1ccco1)=C(/O)c1ccccc1 | 88 | 6 | 2 | -2 | 91 | 1 | 77 | -12 | 91
COC(=O)N1CCN(c2ccc(OC)cc2)CC1 | 98 | -13[fluorescence artefact?] | -4 | -10 | 94 | 0.9 | 103 | 4 | 102
Cc1nn2c(=O)c(NC(=O)c3ccc(F)cc3)cnc2s1 | 105 | -4 | 1 | -6 | 104 | 1.1 | 108 | 16 | 119[fluorescence artefact?]
O=C(Nc1ccccn1)c1cccs1 | 101 | -8 | 4 | 3 | 95 | . | 98 | 7 | 119
O=C1NC2(CCCCC2)N=C1c1ccc(F)cc1 | 95 | -5 | 0 | -4 | 104 | 1 | 100 | -13 | 104
CNC(=O)CSc1nnnn1-c1cc(C)ccc1C | 94 | -10 | . | -11 | 97 | 1.4 | 92 | 10[fluorescence artefact?] | 116
O=C(NCC1CCCO1)C1CC(=O)N(c2ccc(F)c(Cl)c2)C1 (centres undefined) | 96 | -10 | -3 | -6 | 95 | 1.1 | 93 | -1 | 99
Fc1ccc(C2CC(c3ccccc3)Nc3ncnn32)cc1 (centres undefined) | 109 | 1 | -4 | -14[fluorescence artefact?] | 92 | 1.1 | 92 | -1 | 104
COc1ccc(CCNC(=O)Cn2c(=O)cnc3ccccc32)cc1 | 60 | 1 | -6 | 3 | 62 | 1.1 | 25* | -9 | 84
CCOc1ccc(Cc2nn[nH]n2)cc1 | 97 | -4 | 5 | -1 | 95 | 1.1 | 86 | 8 | 92
Cc1ccccc1OCCN1C(=O)NC2(CCc3ccccc32)C1=O (centres undefined) | 87 | 3 | . | 4 | 99 | 1.1 | 91 | -6 | 115
O=C(Oc1ccc2c(c1)OCO2)c1ccncc1 | 92 | 5 | -1 | 12[fluorescence artefact?] | 105 | 1.1 | 85 | -3 | 88
O=C(CSc1nccn1-c1ccc(F)cc1)Nc1ccc2c(c1)OCO2 | 112 | 26[fluorescence artefact?] | . | 34[fluorescence artefact?] | 100 | 1.3 | 101 | -18 | 62[fluorescence artefact?]
COc1cc2c(cc1OC)C(C(=O)Nc1ccc3c(c1)OCCO3)C1c3ccccc3CCN1C2=O (centres undefined) | 102 | 7[fluorescence artefact?] | . | 0 | 85 | 1.1 | 104 | 1 | 108

Only Fibroblast inh, Smad3 inh and H69AR growth 86K, for 2 of the compounds above:
| Compound | Fibroblast inh | Smad3 inh | H69AR growth 86K |
| --- | --- | --- | --- |
| Fc1ccc(C2CC(c3ccccc3)Nc3ncnn32)cc1 (centres undefined) | 92 | -1 | 92 |
| CC(=O)c1cccc(NC(=O)NC(C)c2ccncc2)c1 (centres undefined) | 95 | -1 | 90 |

As a working copy, part of the list above:
SMILES | HUVEC prolif 384 | ERa coact inh | CD11b adhes enh | ERb SRC1 inh | Fibroblast inh | MT1-MMP txn act | H69AR growth 86K | Smad3 inh | ERa coact pot
O=C(Oc1ccc2c(c1)OCO2)c1ccncc1 | 92 | 5 | -1 | 12[fluorescence artefact?] | 105 | 1.1 | 85 | -3 | 88
O=C(CSc1nccn1-c1ccc(F)cc1)Nc1ccc2c(c1)OCO2 | 112 | 26[fluorescence artefact?] | . | 34[fluorescence artefact?] | 100 | 1.3 | 101 | -18 | 62[fluorescence artefact?]
COc1cc2c(cc1OC)C(C(=O)Nc1ccc3c(c1)OCCO3)C1c3ccccc3CCN1C2=O (centres undefined) | 102 | 7[fluorescence artefact?] | . | 0 | 85 | 1.1 | 104 | 1 | 108

Later entries
SMILES | HUVEC prolif 384 | ERa coact inh | CD11b adhes enh | ERb SRC1 inh | Fibroblast inh | MT1-MMP txn act | H69AR growth 86K | Smad3 inh | ERa coact pot
CC(C)(CO)Nc1nc(Nc2ccccc2)nc(Nc2ccccc2)n1 | 61 | -2 | . | 1 | 94 | 1.4 | 65 | 5 | 88
O=C(CN1CC(=O)Oc2ccccc21)OCC(=O)c1cccc(Br)c1 | 65 | 4 | 6 | -5 | 87 | 1.3 | 69 | -5 | 98
CC(=O)NC(CCS(C)(=O)=O)C(=O)Nc1c(C)cccc1C (centres undefined) | 102 | -5 | -4 | -7 | 97 | 1.1 | 103 | 14 | 116
O=C(Oc1ccc2c(c1)CCC2)N1CCOCC1 | 110 | -9 | -2 | -4 | 102 | 1.4 | 101 | 4 | 106
Cc1ccc(-c2[nH]c3ccccc3c2C(C[N+](=O)[O-])c2ccco2)cc1 (centres undefined) | 91 | -8 | 0 | 2 | 94 | 1 | 86 | -5 | 86
O=C(CC1Oc2ccccc2NC1=O)NCCCN1CCCC1=O (centres undefined) | 89 | -3 | 0 | 9 | 97 | 1.3 | 89 | 2 | 108
O=C1NCCN1Cc1ccccc1F | 95 | 0 | . | 9 | 99 | 1 | 91 | 1 | 88
CC12CCC(C(=O)Nc3cccnc3)(CC1=O)C2(C)C (centres undefined) | 88 | -5 | 1 | -8 | 102 | 1.2 | 96 | 0 | 109
OCCn1c(SC2CCCCC2)nc2ccccc21 | 81 | 8 | 4 | 0 | 100 | 1.1 | 93 | 8 | 99
Nc1cccc2nc3ccccc3cc12 | 4.2* | 5 | -4 | -1 | 19* | . | 9.2* | -7[fluorescence artefact?] | 127
Cc1ccccc1NC(=O)Nc1ccccc1C(=O)NCc1ccccc1 | 108 | 4 | -3 | 23 | 95 | 1.1 | 96 | -2 | 102
CCCCCn1c2nc3ccccc3nc2c2c(=O)n(CC(C)C)cnc21 | 105 | -6 | -2 | -4 | 97 | 1.1 | 84 | -2 | 147
COc1ccc(NC(=O)CSc2nncn2C)cc1OC | 98 | 3 | . | 12 | 96 | 1.3 | 94 | 5 | 85[fluorescence artefact?]
Cc1onc(-c2ccccc2)c1C(=O)Nc1ccc2c(C)cc(=O)oc2c1 | 97 | -14[fluorescence artefact?] | -1 | -7[fluorescence artefact?] | 97 | 1.1 | 91 | 3 | 116
O=C(NCc1nnc(SC/C=C/c2ccccc2)o1)c1ccco1 | 96 | -4[fluorescence artefact?] | 7 | -5 | 94 | . | 98 | 4 | 94
COC(=O)CN1C(=O)Nc2ccc(Br)cc2C1c1ccccc1Cl (centres undefined) | 93 | 12[fluorescence artefact?] | -4 | 5[fluorescence artefact?] | 78 | 1 | 75 | 3 | 83

High-throughput results (PubChem)

These rows are one share of the data (hit frequency here may not be typical).
